# Pf apPOL block: Pf-apPOL DNA polymerase inhibition; Recombinant Pf-apPOL, molecular beacon fluorescence, 1.5 h; inhibition, % at 10 µM; hit rate 0.25% among 210,000; AID 1794808
# mHTT CaM bind: disrupts binding of mutant huntingtin to calmodulin; P42858; AlphaScreen His-mHTT/GST-CaM binding, luminescence; inhibition, % at 15 µM; hit rate 3.6% among 190,000; AID 1671202;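 note: 0% = both proteins with DMSO and 100% = one protein alone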
# Target sequence (P42858 whole entry, looked up, stated change not applied): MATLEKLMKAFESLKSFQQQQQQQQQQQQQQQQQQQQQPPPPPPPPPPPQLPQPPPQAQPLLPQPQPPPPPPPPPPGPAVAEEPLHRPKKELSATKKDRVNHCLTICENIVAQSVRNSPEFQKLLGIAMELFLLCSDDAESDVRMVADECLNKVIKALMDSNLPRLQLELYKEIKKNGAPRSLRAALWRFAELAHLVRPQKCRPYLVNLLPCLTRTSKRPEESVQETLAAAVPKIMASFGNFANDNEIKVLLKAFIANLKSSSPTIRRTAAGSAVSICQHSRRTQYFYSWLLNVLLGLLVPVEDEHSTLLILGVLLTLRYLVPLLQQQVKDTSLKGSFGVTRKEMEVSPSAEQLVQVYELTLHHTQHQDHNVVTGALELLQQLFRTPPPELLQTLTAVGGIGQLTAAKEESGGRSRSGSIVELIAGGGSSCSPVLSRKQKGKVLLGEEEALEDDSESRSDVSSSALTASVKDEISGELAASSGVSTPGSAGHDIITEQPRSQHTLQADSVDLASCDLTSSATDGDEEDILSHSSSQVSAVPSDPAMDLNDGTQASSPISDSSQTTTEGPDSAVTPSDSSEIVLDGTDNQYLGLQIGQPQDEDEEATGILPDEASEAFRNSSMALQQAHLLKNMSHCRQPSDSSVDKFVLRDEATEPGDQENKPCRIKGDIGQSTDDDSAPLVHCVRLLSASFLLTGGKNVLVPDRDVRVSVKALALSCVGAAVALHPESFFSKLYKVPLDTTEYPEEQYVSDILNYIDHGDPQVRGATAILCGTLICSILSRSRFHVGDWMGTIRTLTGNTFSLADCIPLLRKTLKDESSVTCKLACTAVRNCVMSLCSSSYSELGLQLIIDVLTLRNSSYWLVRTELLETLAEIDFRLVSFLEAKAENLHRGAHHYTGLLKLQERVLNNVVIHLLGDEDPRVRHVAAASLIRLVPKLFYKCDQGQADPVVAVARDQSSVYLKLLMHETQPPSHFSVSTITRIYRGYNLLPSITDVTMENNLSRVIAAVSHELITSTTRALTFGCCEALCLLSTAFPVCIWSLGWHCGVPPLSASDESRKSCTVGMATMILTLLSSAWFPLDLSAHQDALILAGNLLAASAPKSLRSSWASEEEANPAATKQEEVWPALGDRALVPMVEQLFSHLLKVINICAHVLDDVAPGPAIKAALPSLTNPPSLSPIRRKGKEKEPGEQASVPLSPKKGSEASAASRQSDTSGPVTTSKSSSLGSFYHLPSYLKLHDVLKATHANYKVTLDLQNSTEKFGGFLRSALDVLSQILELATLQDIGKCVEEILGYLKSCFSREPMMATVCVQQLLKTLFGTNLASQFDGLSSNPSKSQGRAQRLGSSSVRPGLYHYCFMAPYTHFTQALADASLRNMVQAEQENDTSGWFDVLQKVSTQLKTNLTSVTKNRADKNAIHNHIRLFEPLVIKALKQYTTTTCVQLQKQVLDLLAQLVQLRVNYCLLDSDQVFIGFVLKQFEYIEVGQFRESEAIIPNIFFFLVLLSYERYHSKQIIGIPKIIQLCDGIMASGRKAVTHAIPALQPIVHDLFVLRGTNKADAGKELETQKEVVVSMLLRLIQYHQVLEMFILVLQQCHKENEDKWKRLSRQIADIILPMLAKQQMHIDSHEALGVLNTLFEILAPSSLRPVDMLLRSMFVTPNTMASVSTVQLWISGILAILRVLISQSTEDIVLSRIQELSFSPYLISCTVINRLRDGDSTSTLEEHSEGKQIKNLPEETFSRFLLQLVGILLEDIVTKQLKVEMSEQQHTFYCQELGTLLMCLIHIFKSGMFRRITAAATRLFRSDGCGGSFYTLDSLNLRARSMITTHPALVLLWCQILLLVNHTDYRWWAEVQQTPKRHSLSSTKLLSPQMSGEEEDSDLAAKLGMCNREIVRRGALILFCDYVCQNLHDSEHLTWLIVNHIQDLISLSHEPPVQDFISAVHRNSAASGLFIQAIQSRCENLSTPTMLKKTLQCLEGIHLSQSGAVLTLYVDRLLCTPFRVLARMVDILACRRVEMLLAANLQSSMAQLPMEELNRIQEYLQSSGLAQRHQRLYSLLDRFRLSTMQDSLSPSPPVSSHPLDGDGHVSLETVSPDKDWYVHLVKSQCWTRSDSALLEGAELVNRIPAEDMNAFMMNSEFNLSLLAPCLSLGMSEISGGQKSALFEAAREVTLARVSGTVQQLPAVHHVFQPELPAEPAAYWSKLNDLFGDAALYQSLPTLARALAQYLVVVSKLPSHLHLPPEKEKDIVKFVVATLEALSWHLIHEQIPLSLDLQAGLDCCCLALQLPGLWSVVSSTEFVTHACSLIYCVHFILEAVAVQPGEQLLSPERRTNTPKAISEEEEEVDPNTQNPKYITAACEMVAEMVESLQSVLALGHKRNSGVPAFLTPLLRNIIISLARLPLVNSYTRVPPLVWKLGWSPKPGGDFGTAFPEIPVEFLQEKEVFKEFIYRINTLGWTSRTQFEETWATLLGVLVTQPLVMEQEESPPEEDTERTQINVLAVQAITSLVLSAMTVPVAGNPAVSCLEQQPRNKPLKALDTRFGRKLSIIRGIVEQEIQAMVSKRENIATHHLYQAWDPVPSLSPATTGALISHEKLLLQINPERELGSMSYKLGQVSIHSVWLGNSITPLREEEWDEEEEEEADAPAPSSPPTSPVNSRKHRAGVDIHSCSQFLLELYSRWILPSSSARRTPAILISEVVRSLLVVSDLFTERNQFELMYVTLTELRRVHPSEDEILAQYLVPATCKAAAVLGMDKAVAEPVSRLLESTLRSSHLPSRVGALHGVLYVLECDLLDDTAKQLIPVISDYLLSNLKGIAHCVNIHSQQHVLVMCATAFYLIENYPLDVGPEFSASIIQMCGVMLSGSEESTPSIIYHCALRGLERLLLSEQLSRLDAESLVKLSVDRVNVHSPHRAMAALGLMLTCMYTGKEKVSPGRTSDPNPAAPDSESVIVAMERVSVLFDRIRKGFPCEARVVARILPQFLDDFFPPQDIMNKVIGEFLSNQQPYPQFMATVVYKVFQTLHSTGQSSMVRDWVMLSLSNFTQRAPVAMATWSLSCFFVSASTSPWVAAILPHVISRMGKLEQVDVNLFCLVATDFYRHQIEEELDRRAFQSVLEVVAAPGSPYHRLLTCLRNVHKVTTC
# An asterisk follows results filed as active; i = inactive; nt = no result given; & = joins results of further samples. Cut-off read from the data, not from the text of the source: active = inhibition above about 50%; inactive = the rest. The list is partial; the hit share may differ from the screen's.
entry	SMILES	Pf apPOL block	mHTT CaM bind
1	Cc1cccc(C(=O)Nc2c3c(nn2-c2cccc(Cl)c2)CS(=O)(=O)C3)c1	-2	-2
2	CC(C)CCNC(=O)C1CCCN(c2nc3ccccc3o2)C1 (centres undefined)	-17	-14
3	COc1cc(C(=O)Nc2cccc(-c3ccc4nncn4n3)c2)c([N+](=O)[O-])cc1OC	1	-21
4	O=C1S/C(=C\c2ccccc2)C(=O)N1CNc1ccccc1Cl	1	5
5	O=C(c1ccc(N2CCOCC2)nn1)N(Cc1ccccc1)c1ccccn1	-1	4
6	COc1cccc(-c2nc(C3CCN(C(=O)c4ccc(OC)c(F)c4)CC3)no2)c1	0	10
7	O=C(NCc1ccccn1)c1ccc(Sc2cccc(Cl)c2)c([N+](=O)[O-])c1	-2	20
8	COc1ccc(OC)c(NC(=O)c2cc(S(=O)(=O)N3CC(C)CC(C)C3)ccc2F)c1 (centres undefined)	-2	6
9	O=C(CN1CCCCC1)N1CCN(S(=O)(=O)c2ccccc2)C1	-4	-3
10	Cc1cc(C)cc(C(=O)N2CCC(c3nc(CNC(=O)C(C)C)cs3)CC2)c1	0	7
11	O=C(NC1CC1)c1cccnc1N1CCNC(c2ccccc2)C1 (centres undefined)	0	0
12	Cc1ccccc1C(=O)NN1CCOCC1	0	3
13	COc1ccccc1CNC(=O)C1CC(=O)N(c2ccc(F)c(Cl)c2)C1 (centres undefined)	1	-4
14	COCCN(CCOC)Cc1c(O)ccc2c1OC(=Cc1cc(Br)ccc1OC)C2=O	1	-12
15	CCCCN(C)C(=O)c1cc2cn(C3CC3)cc2s1	-4	44
16	O=C1C(=O)N(CN2CCC(Cc3ccccc3)CC2)c2ccc(Br)cc21	-7	9
17	CCOC(=O)c1cccc(NC(=O)Cn2cnc3c(sc4cccc(F)c43)c2=O)c1	0	-8
18	COc1ccc(C(=O)N2CCCCC2)cc1[N+](=O)[O-]	-4	3
19	O=Cc1cn(CC(=O)N2CCOCC2)c2ccccc12	-15	0
20	CC(C)Cc1nnc(NC(=O)Cc2ccc(F)cc2)s1	0	-3
21	O=C(Nc1ccccc1)N1CCOC(CN2CCN(c3ccccc3F)CC2)C1 (centres undefined)	-3	4
22	CCN1CCN(c2ncc3c(n2)CCN(Cc2cccc(OC)c2OC)C3)CC1	0	21
23	Cn1c(=O)c2c(nc3n(CC(O)c4ccccc4)c(-c4ccccc4)cn23)n(C)c1=O (centres undefined)	-2	16
24	O=C(Nc1cccc(O)c1)c1noc2c1CCCCC2	-2	-6
25	O=C(NC1CCN(c2ncnc3c2CCC3)C1)c1ccc(Cl)s1 (centres undefined)	6	29

entry	SMILES	Pf apPOL block	mHTT CaM bind
26	COc1cccc2cc(C(=O)Nc3sc(C)c(-c4ccccc4)c3C(N)=O)c(=O)oc12	-5	14
27	O=C(c1cn2c(n1)CCCC2)N(Cc1ccccc1)Cc1ccco1	-1	26
28	COc1cc(C2=NOC(C(=O)N3CCN(c4ccccc4)CC3)C2)cc(OC)c1OC (centres undefined)	-4	31
29	COc1ccc(-n2nc(C(=O)Nc3ccc(C)c(F)c3)c3ccccc3c2=O)cc1	-3	-2
30	CCc1cccc(NC(=O)N2CCC(c3cc(N)on3)CC2)c1	-3	-1
31	COc1ccc(CC2C(=O)OC(C)(C)OC2=O)c(Cl)c1OC	-1	nt
32	Fc1cccc(C2NCCc3c2[nH]c2ccccc32)c1 (centres undefined)	-13	9
33	O=c1/c(=C/c2ccccc2O)sc2n1CN(c1ccc(Cl)cc1)CN=2	51*	13
34	CSc1ccc(C2C3=C(CC(C)(C)CC3=O)Nc3ccc4ncccc4c32)cc1 (centres undefined)	-2	24
35	COc1ccc(C2CC(c3cccs3)Nc3nnnn32)cc1 (centres undefined)	-6	-3
36	CSc1nc2c(c(=O)n1-c1ccc(F)cc1)SCC2	6	-1
37	O=C(O)C(Oc1ccc2ccc(=O)oc2c1)c1ccccc1 (centres undefined)	-14	nt
38	CC(=O)N(C(C)=O)c1ncc2c([nH]c3ccccc32)c1C#N	-3	83*
39	Cc1ccccc1-c1nnc(-c2ccccc2)o1	-3	-29
40	Clc1cc(Cl)cc(N/N=C/c2ccccn2)c1	nt	i
41	Cc1cc(C)n(-c2ccc(C(=O)N3CCN(c4ccccc4)CC3)cn2)n1	-4	0
42	CCc1noc(C2CCCCN2Cc2nc(CCOC)no2)n1 (centres undefined)	-4	-1
43	O=C(Nc1ccc(Cl)cn1)c1cnc(N2CCN(c3ccccn3)CC2)c2ccccc12	2	-9
44	O=C(c1ccccc1)N1CCC(c2cnn(-c3ccccc3)c2)CC1	-12	-9
45	CCCCCCN1CCN(C2CN(Cc3ccc(C)cc3)S(=O)(=O)C2)CC1 (centres undefined)	-6	2
46	NS(=O)(=O)c1ccc(N2CCC(c3ccc(Cl)cc3)=N2)cc1	4	-37
47	Cc1nc2sc3c(c2c(=O)n1/N=C/N(C)C)CCC(C(C)(C)C)C3 (centres undefined)	-2	i
48	Cc1cc(C2CCCN2C(=O)c2cc(C(C)C)no2)on1 (centres undefined)	1	-5
49	O=C(c1ccc(CNS(=O)(=O)c2ccc(Cl)cc2)cc1)N1CCC2(CC1)OCCO2	-3	2
50	NC(=O)c1cccnc1N1CCCC1	2	0

# Some of the entries above, reformatted:
49	O=C(c1ccc(CNS(=O)(=O)c2ccc(Cl)cc2)cc1)N1CCC2(CC1)OCCO2
  Pf apPOL block: -3
  mHTT CaM bind: 2
14	COCCN(CCOC)Cc1c(O)ccc2c1OC(=Cc1cc(Br)ccc1OC)C2=O
  Pf apPOL block: 1
  mHTT CaM bind: -12
2	CC(C)CCNC(=O)C1CCCN(c2nc3ccccc3o2)C1 (centres undefined)
  Pf apPOL block: -17
  mHTT CaM bind: -14
37	O=C(O)C(Oc1ccc2ccc(=O)oc2c1)c1ccccc1 (centres undefined)
  Pf apPOL block: -14
  mHTT CaM bind: nt

# An excerpt from above in order of formula weight, low to high:
entry	SMILES	Pf apPOL block	mHTT CaM bind
50	NC(=O)c1cccnc1N1CCCC1	2	0
21	O=C(Nc1ccccc1)N1CCOC(CN2CCN(c3ccccc3F)CC2)C1 (centres undefined)	-3	4
23	Cn1c(=O)c2c(nc3n(CC(O)c4ccccc4)c(-c4ccccc4)cn23)n(C)c1=O (centres undefined)	-2	16

# The list goes on.
entry	SMILES	Pf apPOL block	mHTT CaM bind
51	CC(C)CC(=O)N1CCN(c2ccc(F)cc2F)C(=O)C1C (centres undefined)	0	-1
52	Cc1cccc(C)c1NC(=O)CN1CCC2(CC1)N=C(c1ccc(F)cc1)C(=O)N2	-2	8
53	O=C(CN1C(=O)c2ccccc2S1(=O)=O)Nc1ccc(O)cc1	-4	-1
54	COc1ccccc1CNC(=O)c1nn(-c2ccccc2OC)c(=O)c2ccccc12	0	31
55	O=C(O)C1CCC(N2C(=O)C3CCCCC3C2=O)CC1 (centres undefined)	-5	-2
56	COc1ccc(-c2cc(C(=O)N3CCCC3c3cc(C)on3)no2)cc1OC (centres undefined)	-1	0
57	COc1ccc(NC(=O)c2ccc(Br)o2)cc1OC	1	6
58	Cc1ccc(-c2ccc(C(=O)NCc3ccc(C)o3)cn2)cc1	-3	-3
59	Nc1nc2n(n1)C(c1cccc(Cl)c1)CC(c1ccc(F)cc1)N2 (centres undefined)	3	28
60	COC(=O)Cn1cnc2c(-c3cccc(Cl)c3)csc2c1=O	-2	37
61	CC1(C)Cc2c(sc(NC(=O)c3c(F)cccc3F)c2C(N)=O)C(C)(C)N1	4	-3
62	NNC(=O)c1sc2ccccc2c1Cl	-1	nt
63	CCC(=O)NCc1nc2c(n1CC)CN(S(=O)(=O)c1ccc(C)c(Cl)c1)CC2	-5	7
64	CCC1CN2C=NC(N3CCN(C(=O)Nc4ccc(F)cc4F)CC3)=CC2=N1 (centres undefined)	-6	-3
65	CN(C)c1cccc(C(=O)NCC2CCN(S(C)(=O)=O)CC2)c1	2	-7
66	Cc1ccc(CNC(=O)C2(C)CCCN(C(=O)c3cccc(Cl)c3)C2)cc1 (centres undefined)	7	7
67	O=C(c1ccc(F)cc1)N1CCN(c2ccccc2)CC1	-3	-2
68	O=C(Nc1nnc(-c2cc3ccccc3o2)o1)c1ccc([N+](=O)[O-])o1	14	0
69	O=C(C1CCN(c2cnn(Cc3ccccc3)c(=O)c2)CC1)N1CCCC1	-1	6
70	COCCCNC(=O)C1(C)CCC(=O)N1c1cc(C)ccc1C (centres undefined)	-4	-6
71	COc1ccc(N=Cc2ccc(Cl)cc2)cc1Cl	-3	19
72	CN1c2cc(C(=O)NCc3ccc(F)cc3F)ccc2C(=O)N2CCCCC21 (centres undefined)	-7	-12
73	COc1ccc(CN2COc3ccc4c(c3C2)OC(=Cc2cccc(OC)c2OC)C4=O)cc1OC	-6	-3
74	Cc1nc2cc(N3CC(C(=O)N4CCN(c5ccccc5F)CC4)CC3=O)ccc2o1 (centres undefined)	-3	10
75	CC(C)c1nnc(C2CCN(C(=O)NCCCc3ccccc3)CC2)o1	-10	-8

entry	SMILES	Pf apPOL block	mHTT CaM bind
76	Cc1ccc2oc(C(=O)Nc3ccccc3Oc3ccccc3)cc2n1	-2	-20
77	Cc1nc(Cn2cccc2C(=O)Nc2cccc(C)c2C)no1	-2	-6
78	COc1ccc(Nc2cc(C)nc3c(C)ccc(N)c23)cc1OC	-28	17
79	CCc1ccc(N2CC(C(=O)NCc3ccccc3)CC2=O)cc1 (centres undefined)	-2	-7
80	Cc1nn(C)c(C)c1NC(=O)c1c([N+](=O)[O-])cnn1C	-2	-6
81	COc1cc(NC(=O)C2CCCN(c3nnc4ccc(Cl)cn34)C2)cc(OC)c1 (centres undefined)	-6	18
82	CNC1=C(n2nnc3ccccc32)C(=O)c2ccccc2C1=O	-2	-1
83	COC(=O)c1ccccc1NC(=O)Cn1c(N2CCCC2)nc(C)cc1=O	0	-5
84	Cc1nc(C(=O)N2CCN(Cc3ccc4c(c3)OCO4)CC2)c(C)n1C1CCN(C)CC1	0	16
85	O=C(c1cnc2n(c1=O)CCS2)N1CCN(c2ccc([N+](=O)[O-])cc2)CC1	-4	-15
86	O=C(O)CCN1CCN(CCO)CC1	nt	-3
87	CCCc1c(C(=O)N2CCN(C)CC2)cnn1-c1ccc(F)cc1	-1	12
88	CC1(C)CC2CC(C)(CN2C2CC(=O)N(c3ccccc3)C2=O)C1 (centres undefined)	-6	-3
89	CCOC(=O)C(N=Nc1ccccc1Cl)=C(O)CSc1ccc(Cl)cc1	5&2	nt
90	CC1CCCN(c2cc(SCC(=O)Nc3ccc(F)cc3)ncn2)C1 (centres undefined)	2	-1
91	CN(C)N1C(=O)CC(Nc2ccccc2)C1=O (centres undefined)	-11	-3
92	Cc1ccc(N2NC(=O)/C(=C\c3ccc(Br)cc3)C2=O)cc1C	28	4
93	COC(=O)N1CCN(CCNC(=O)NC(c2ccccc2)c2ccccc2)CC1	-3	-10
94	CCC(=O)N1C(C(N)=O)COC12CCCCC2 (centres undefined)	-1	-3
95	O=C(NCc1cccnc1)C1CCCN(c2ncnc3c2nc2n3CCCCC2)C1 (centres undefined)	-1	2
96	O=[N+]([O-])c1ccc2c(c1)OCCOCCOc1cc([N+](=O)[O-])ccc1S(=O)(=O)NCCOCCOCCNS2(=O)=O	nt	-1
97	Cc1cccc(C(=O)N2CCCC3(C2)NC(=O)N(Cc2ccccc2)C3=O)c1 (centres undefined)	0	6
98	O=C(/C=C/c1ccc(-c2ccccc2)o1)c1cccs1	1	28
99	COc1ccc(N=C2NC(=O)CC(C(=O)Nc3ccc(Br)cc3)S2)cc1 (centres undefined)	0	-4
100	O=c1ccc2cc(S(=O)(=O)NCC3CCCO3)ccc2o1 (centres undefined)	nt	-4

# Profiles from above. Order of screens: Pf apPOL block	mHTT CaM bind
# COC(=O)c1ccccc1NC(=O)Cn1c(N2CCCC2)nc(C)cc1=O as listed: 0	-5
# CC1(C)CC2CC(C)(CN2C2CC(=O)N(c3ccccc3)C2=O)C1 (centres undefined) as listed: -6	-3
# Cc1cccc(C(=O)N2CCCC3(C2)NC(=O)N(Cc2ccccc2)C3=O)c1 (centres undefined) as listed: 0	6
# Cc1nc(C(=O)N2CCN(Cc3ccc4c(c3)OCO4)CC2)c(C)n1C1CCN(C)CC1 as listed: 0	16
# Cc1nn(C)c(C)c1NC(=O)c1c([N+](=O)[O-])cnn1C as listed: -2	-6

# Looked up above:
# cpd 82 | Pf apPOL block = -2
# cpd 77 | mHTT CaM bind = -6
# cpd 99 | mHTT CaM bind = -4
# cpd 80 | mHTT CaM bind = -6
# cpd 78 | Pf apPOL block = -28
# cpd 94 | Pf apPOL block = -1
# cpd 97 | mHTT CaM bind = 6

# Going on with the list.
entry	SMILES	Pf apPOL block	mHTT CaM bind
101	O=C(c1ccc(F)cc1F)N1CCN(S(=O)(=O)c2cc(Cl)cc(Cl)c2)CC1	13	nt
102	O=c1oc2ccccc2c(N2CCN3CCCC3C2)c1[N+](=O)[O-] (centres undefined)	-4	-4
103	CCOc1ccc(CN2CCN(Cc3ccccn3)CC2)cc1	4	-4
104	Cc1nn(-c2ccc(C(=O)NCCc3c[nH]c4ccccc34)cc2)c2c1C(=O)CC(C)(C)C2	8	37
105	COCCCNc1nc(-c2ccc(Cl)cc2)nc2ccccc12	-1	-56
106	O=C(NC1CC2CC1N(C(=O)c1cc3c(s1)CCCC3)C2)c1cccs1 (centres undefined)	5	44
107	Cc1cccc(C)c1NC(=O)Cn1nnc(C(=O)Nc2ccc(F)cc2)c1N	-7	5
108	Cc1nc(C)c(CCNS(=O)(=O)c2cc(Cl)ccc2Cl)s1	0	-14
109	O=C(CSc1ccccc1)N1CCc2c(nc3cc(-c4ccccc4)[nH]n3c2=O)C1	17	37
110	COc1cccc(C2CC(c3ccc(Cl)cc3Cl)Nc3nc(N)nn32)c1 (centres undefined)	2	52*
111	COC(=O)c1ccccc1NC(=O)Cn1cc2c(n1)CCC(C)C2 (centres undefined)	-1	-11
112	CCc1c(C2CCN(C(=O)CCc3ccccc3OC)CC2)noc1N	0	10
113	COc1ccccc1N(CN1CCCC1=O)C(=O)c1c(F)cccc1Cl	-6	-7
114	CC(C)(C)c1ccc(S(=O)(=O)Nc2ccc3c(c2)OCCO3)cc1	0	11
